Assay outcomes from PubChem.
MEKK2 WT-MEK5: raises or lowers MEK5 binding to wildtype human MEKK2 PB1 domain; actives 1.1% (n = 290,000); Q9Y2U5; bead flow cytometry, Alexa488-MEK5 binding to MEKK2 WT; actives lie on both sides; binding response (% of control), % at 10 µM; AID 1531; in the data active means binding response below about 67% or above about 130%
PfM18AAP inh: blocks P. falciparum M18 aspartyl aminopeptidase | inhibition, % at 7.35 µM | recombinant PfM18AAP, H-Glu-NHMec fluorogenic cleavage | AID 1822 | actives 1.2% (n = 290,000);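 active means inhibition above the campaign mean inhibition over all tested compounds plus 3 SD, cut at about 28% in these data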;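 further: 0% = plate median of test compound wells and 100% = 2 mM ZnCl2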
V1R ag counter: counter-screen for oxytocin receptor agonists: human V1a receptor agonists; P37288; CHO-V1R cells, Fluo-8 calcium fluorescence, agonist mode; 0% DMSO, 100% 3 nM vasopressin; activation, % at 3 µM; actives 0.25% (n = 320,000); AID 2797;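 active means activation above the mean activation of all tested compounds plus 3 SD, per screening run, cut at about 20% in these data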;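 further: signal is peak over basal fluorescence ratio across a 100 second FLIPR read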
Target sequence (P37288 whole entry, looked up): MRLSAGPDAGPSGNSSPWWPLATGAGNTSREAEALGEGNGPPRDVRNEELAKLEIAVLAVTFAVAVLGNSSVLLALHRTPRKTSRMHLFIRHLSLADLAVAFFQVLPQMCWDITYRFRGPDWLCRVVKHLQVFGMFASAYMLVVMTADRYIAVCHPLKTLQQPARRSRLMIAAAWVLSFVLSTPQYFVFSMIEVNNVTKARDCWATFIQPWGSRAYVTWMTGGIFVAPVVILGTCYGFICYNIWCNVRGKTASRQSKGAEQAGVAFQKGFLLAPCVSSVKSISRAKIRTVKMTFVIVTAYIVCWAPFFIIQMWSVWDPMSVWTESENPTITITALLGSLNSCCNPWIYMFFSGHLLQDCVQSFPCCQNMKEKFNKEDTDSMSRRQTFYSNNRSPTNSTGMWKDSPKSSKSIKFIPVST
MEKK2mut PB1 HTS: signal of MEK5 binding to mutant human MEKK2 PB1 domain. actives 0.35% (n = 290,000). AID 1530. bead flow cytometry, Alexa488-MEK5 binding to MEKK2 mutant. percent response, % at 10 µM; in the data active means percent response above about 24%, passing the limit was not always enough; further: inactives centre near 1; some results filed as inactive read as strong as hits
GalR3 antag: antagonists of human GalR3; O60755; HEK293 GalR3-CNG cAMP membrane potential fluorescence; galR3 body fused to GalR1 C-terminus; inhibition, % at 3 µM; actives 0.44% (n = 360,000); AID 651719;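 active means inhibition above the screen-wide average plus 3 SD, cut at about 13% in these data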;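 further: forskolin and galanin both at EC90 stimulate the cells; cAMP rise reported by CNG channel membrane potential dye signal; 0% = forskolin plus galanin with DMSO and 100% = forskolin alone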
Target sequence (O60755 1-299 limits assumed): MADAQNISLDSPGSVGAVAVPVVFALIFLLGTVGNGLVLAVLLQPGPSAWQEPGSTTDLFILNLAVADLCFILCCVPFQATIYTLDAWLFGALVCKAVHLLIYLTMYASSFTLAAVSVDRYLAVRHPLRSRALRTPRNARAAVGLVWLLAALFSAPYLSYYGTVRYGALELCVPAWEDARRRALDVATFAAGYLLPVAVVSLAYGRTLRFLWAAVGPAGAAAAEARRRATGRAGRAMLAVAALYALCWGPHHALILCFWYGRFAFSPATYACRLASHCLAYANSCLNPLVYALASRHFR
GPR7 antag: blocks human GPR7 receptor signaling | P48145 | AID 1861 | inhibition, % at 4.4 µM | actives 1.1% (n = 290,000) | GPR7-expressing cells, fluorescence antagonist assay; in the data active means inhibition above about 16%, passing the limit was not always enough;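 further: cells stimulated with the agonist NPW; 0% = agonist with vehicle and 100% = vehicle without agonist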
Target sequence (P48145 whole entry, looked up): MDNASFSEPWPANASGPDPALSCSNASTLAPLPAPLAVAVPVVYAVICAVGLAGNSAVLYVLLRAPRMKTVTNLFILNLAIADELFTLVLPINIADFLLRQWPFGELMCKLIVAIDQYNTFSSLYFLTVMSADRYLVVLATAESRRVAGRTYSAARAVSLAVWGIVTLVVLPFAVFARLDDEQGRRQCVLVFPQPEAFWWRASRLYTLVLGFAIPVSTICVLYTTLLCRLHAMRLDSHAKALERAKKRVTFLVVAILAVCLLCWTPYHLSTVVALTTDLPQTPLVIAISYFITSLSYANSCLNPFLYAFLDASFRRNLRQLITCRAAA
OXTR potentiate: potentiators of human oxytocin receptor | AID 2445 | CHO-OTR cells, Fluo-8 calcium fluorescence, potentiator mode; 0% = oxytocin EC15, 100% = EC100 | actives 0.061% (n = 320,000) | activation, % at 3 µM;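 active means activation above that plate's cutoff, the mean activation of tested compounds plus 3 SD, cut at about 6.6% in these data, passing the limit was not always enough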;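 further: 100% uses oxytocin at 75 nM as the full agonist control; some results filed as inactive read as strong as hits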
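System: human OTR in CHO cells; Also added: sub-maximal oxytocin, roughly EC15; Timing: compound 6 min at room temperature before oxytocin, 100 s read; Technique: Fluo-8 intracellular calcium fluorescence, ex 470-495, em 515-575 nm; Controls: oxytocin EC15 low and EC100 high; Replication: singlicate.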
OXTR agonist: activates the human oxytocin receptor | CHO-OTR cells, Fluo-8 calcium fluorescence; normalized: DMSO 0%, oxytocin 100% | activation, % at 3 µM | actives 0.32% (n = 320,000) | AID 2435;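 active means activation above the mean of all tested compounds plus 3 SD, cutoff set per screening run, cut at about 20% in these data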;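 further: peak over basal fluorescence ratio from a 100 s FLIPR kinetic read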
NALP1 yeast inh: NALP1 inhibition; actives 0.61% (n = 280,000); S. cerevisiae NALP1/ASC/caspase-1 growth, X-gal OD620, 72 h; AID 2071; inhibition, % at 10 µM; in the data active means inhibition mostly above about 24%, no sharp cut-off; inactive means mostly below about 32%; further: some compounds called inactive have numbers as strong as hits
* marks the source's active call; other numbers are inactive results; nt = no result given; [ ] = another dose, or the depositor's remark.

SMILES | MEKK2 WT-MEK5 | PfM18AAP inh | V1R ag counter | MEKK2mut PB1 HTS | GalR3 antag | GPR7 antag | OXTR potentiate | OXTR agonist | NALP1 yeast inh
COc1ccc(C(=O)NCC(=O)NCC2(N(C)C)CCCCC2)cc1OC | 97 | -6 | -0.3 | -1 | -5 | 4 | 6 | 0.7 | 2
CCCN1CCN(C(=O)Cn2nc(CC)n3c(cc4sccc43)c2=O)CC1 | 103 | 0 | 0.3 | 1 | 5 | -5 | 1 | 0.4 | 3
CC(=O)Nc1n[nH]c(S(=O)(=O)Cc2ccc(Cl)cc2Cl)n1 | 102 | 4 | 1.2 | 0 | 4 | -6 | -5 | 0.0 | 18
Cc1ccc(C)c(NC(=O)CN(C)C(=O)Cc2ccccc2)c1 | 115 | -1 | 0.5 | 18 | 0 | 1 | 3 | -0.8 | 26
CCCN(CCC)CCSc1nc(O)c(C(C)C)c(=O)[nH]1 | 83 | 6 | -0.1 | -9 | -3 | 10 | 2 | 1.9 | 4
OCC1OC(n2cnc3ccccc32)CC1O (stereo not drawn) | 84 | 3 | -0.4 | 13 | -5 | -3 | 0 | -0.3 | 7
Cc1ccc(S(=O)(=O)Nc2ccc(C(=O)Nc3ccncc3)cc2)cc1 | 102 | -7 | 0.7 | 0 | -4 | 5 | -3 | -0.1 | 34
Cc1c(C(=O)N(C)CCC#N)oc2ccc(S(=O)(=O)N3CC(C)CC(C)C3)cc12 (stereo not drawn) | 99 | 1 | 8.4 | -10 | 0 | -8 | -3 | 0.2 | 4
COC(=O)c1ccc(CNC(=O)c2ccc(OCC(=O)N3CCOCC3)c(OC)c2)cc1 | nt | nt | 0.4 | nt | -1 | nt | -5 | -0.4 | nt
Cc1csc(NC(=O)c2nc(-c3ccccc3)n(-c3ccccc3)n2)n1 | 90 | 4 | -0.3 | -7 | -4 | 0 | 3 | -1.7 | -19
CC[C@@H]1CC=C[C@H]2[C@H]1C(=O)N(Cc1ccccc1)[C@H]2c1ccc(C(F)(F)F)cc1 | 96 | nt | 1.2 | 3 | -7 | nt | -7 | -0.9 | 16
Cc1nnc(NC(=O)c2ccccc2-c2ccccc2C(=O)O)s1 | 91 | 8 | 0.7 | -2 | -6 | 17 | -5 | 0.1 | -8
CCOc1cccc(C(=O)Nc2cnn(Cc3ccccc3)c2)c1 | 116 | 7 | -1.3 | 14 | -3 | -2 | -9 | -2.4 | -11
COc1ccc(NC(=O)CN(C)C(=O)Cc2ccc(-c3ccccc3)cc2)cc1 | nt | nt | 2.7 | nt | -5 | nt | -10 | 1.7 | nt
COC(=O)c1ccc(C(=O)OC)c(NC(=S)N2CCCC(CO)C2)c1 (stereo not drawn) | 100 | 3 | -0.9 | -7 | -7 | -10 | -9 | -1.4 | 6
CN(C)S(=O)(=O)c1ccc(C(=O)OCC(=O)NCc2ccco2)cc1 | 96 | 3 | 0.6 | -4 | -6 | -1 | -1 | 0.9 | -1
Fc1ccc(C2=CC(c3ccc(Br)o3)n3ncnc3N2)cc1 (stereo not drawn) | 102 | 13 | 34* | 2 | nt | 2 | -12 | 51* | 26
Cn1c(=O)n(C)c2cc(NC(=O)COc3ccc(F)cc3F)ccc21 | 106 | 4 | 3.5 | 3 | -4 | -12 | -3 | 2.7 | -25
CSCCC(NC(=O)c1ccc(Cl)cc1)C(=O)OCC(=O)Nc1cc(Cl)ccc1C#N (stereo not drawn) | 96 | -10 | -0.9 | -2 | -2 | 15 | -6 | -2.2 | 33
CCCn1c(O)c(N=NC(=O)CNC(=O)/C=C/c2ccc(OC)cc2)c2ccccc21 | 98 | 3 | 1.7 | -5 | -2 | -9 | -3 | -2.4 | 12
CCOC(=O)CSc1nnc(CNC(=O)c2cccs2)n1-c1cc(OC)ccc1OC | 104 | 5 | -0.8 | 5 | nt | -12 | -6 | -1.0 | 1
CC1(C)CC(=O)N(Cc2ccccc2)C(=O)C1 | 99 | 7 | -0.3 | 0 | -3 | -6 | -7 | -0.5 | 23
O=C(CC1C(=O)NCCN1Cc1cccc(Oc2ccccc2)c1)NCCn1cccn1 (stereo not drawn) | 101 | 4 | 2.8 | -10 | -6 | 2 | -4 | -0.5 | 12
O=C(CCC(=O)NNC(=O)c1ccccc1[N+](=O)[O-])NCc1ccccc1 | 97 | 1 | 1.4 | -6 | -4 | -8 | -18 | -0.4 | 4
CC1=CC(C)(C)NC(=S)N1c1cccc2ccccc12 | 99 | -4 | 0.4 | -5 | 8 | -16 | -2 | -1.9 | 2
CCC(C)NC(=O)CNC(=O)Cn1c(C)cc2ccccc2c1=O (stereo not drawn) | 86 | -1 | -0.8 | -2 | -8 | -3 | -6 | -1.3 | 12
Cc1cc(C)nc(NS(=O)(=O)c2ccc(NC(=S)NC(=O)c3ccco3)cc2)n1 | 88 | -5 | 0.2 | -8 | -2 | 10 | 2 | 0.2 | -1
O=C(CCCN1C(=O)c2ccccc2C1=O)Nc1nccs1 | 105 | -3 | 0.5 | 2 | -2 | -1 | -16 | -0.8 | 33
O=C1N=C(N2CCOCC2)S/C1=C/c1ccc(-c2ccccc2Cl)o1 | 96 | -7 | 0.6 | -2 | -6 | -4 | 0 | 0.0 | 40
O=C(Nc1ccc(OCc2ccccc2)cc1)c1cccc([N+](=O)[O-])c1 | 104 | -1 | 3.3 | 2 | 1 | -11 | -10 | 2.0 | 24

10 entries already listed, ordered by number of heavy atoms, smallest number first.
SMILES | MEKK2 WT-MEK5 | PfM18AAP inh | V1R ag counter | MEKK2mut PB1 HTS | GalR3 antag | GPR7 antag | OXTR potentiate | OXTR agonist | NALP1 yeast inh
CC1(C)CC(=O)N(Cc2ccccc2)C(=O)C1 | 99 | 7 | -0.3 | 0 | -3 | -6 | -7 | -0.5 | 23
CC1=CC(C)(C)NC(=S)N1c1cccc2ccccc12 | 99 | -4 | 0.4 | -5 | 8 | -16 | -2 | -1.9 | 2
O=C(CCCN1C(=O)c2ccccc2C1=O)Nc1nccs1 | 105 | -3 | 0.5 | 2 | -2 | -1 | -16 | -0.8 | 33
CCC(C)NC(=O)CNC(=O)Cn1c(C)cc2ccccc2c1=O (stereo not drawn) | 86 | -1 | -0.8 | -2 | -8 | -3 | -6 | -1.3 | 12
Cn1c(=O)n(C)c2cc(NC(=O)COc3ccc(F)cc3F)ccc21 | 106 | 4 | 3.5 | 3 | -4 | -12 | -3 | 2.7 | -25
O=C(Nc1ccc(OCc2ccccc2)cc1)c1cccc([N+](=O)[O-])c1 | 104 | -1 | 3.3 | 2 | 1 | -11 | -10 | 2.0 | 24
O=C(CCC(=O)NNC(=O)c1ccccc1[N+](=O)[O-])NCc1ccccc1 | 97 | 1 | 1.4 | -6 | -4 | -8 | -18 | -0.4 | 4
Cc1cc(C)nc(NS(=O)(=O)c2ccc(NC(=S)NC(=O)c3ccco3)cc2)n1 | 88 | -5 | 0.2 | -8 | -2 | 10 | 2 | 0.2 | -1
CCCn1c(O)c(N=NC(=O)CNC(=O)/C=C/c2ccc(OC)cc2)c2ccccc21 | 98 | 3 | 1.7 | -5 | -2 | -9 | -3 | -2.4 | 12
O=C(CC1C(=O)NCCN1Cc1cccc(Oc2ccccc2)c1)NCCn1cccn1 (stereo not drawn) | 101 | 4 | 2.8 | -10 | -6 | 2 | -4 | -0.5 | 12

Next part.
SMILES | MEKK2 WT-MEK5 | PfM18AAP inh | V1R ag counter | MEKK2mut PB1 HTS | GalR3 antag | GPR7 antag | OXTR potentiate | OXTR agonist | NALP1 yeast inh
Cc1ccc(C(=O)CC(C(=O)O)n2ccc(C)n2)cc1 (stereo not drawn) | 109 | -2 | 1.0 | 8 | -2 | -16 | -6 | 1.5 | 11
O=C(NC1CC1)C(Cc1ccccc1)NS(=O)(=O)c1ccccc1F (stereo not drawn) | 99 | -8 | 1.3 | 2 | -6 | 13 | -7 | -0.9 | 26
NC(=O)C[n+]1cccc(/C=N/O)c1 | 99 | 2 | -1.0 | 0 | -1 | -6 | -5 | 0.0 | -12
O=C(NCc1ccccc1)c1onc(CSc2ccc(F)cc2)c1C(=O)NCCCN1CCOCC1 | 107 | -5 | 5.3 | 6 | -7 | -6 | -1 | 0.2 | 18
Cn1c(N)c(C(=O)COC(=O)c2ccccn2)c(=O)n(C)c1=O | 93 | 3 | 1.3 | -3 | -7 | -15 | -4 | 2.0 | -16
Cn1c(CN2CCOCC2)nnc1SCC(=O)Nc1cccc(C(F)(F)F)c1 | 100 | 6 | 0.2 | -2 | -5 | -14 | 4 | 0.9 | 9
COCC(C)n1c(SCc2ccc(C(=O)OC)cc2)nc2ccccc2c1=O (stereo not drawn) | 96 | 2 | 0.4 | -3 | -9 | -4 | -4 | -0.8 | 7
CCN(Cc1cc2cc(OC)ccc2[nH]c1=O)C(=O)Cc1ccc(OC)cc1 | 96 | 3 | 2.2 | -5 | 1 | -8 | -7 | 0.4 | 11
COc1cccc(NCc2ccc([N+](=O)[O-])s2)c1 | 103 | 17 | -0.5 | 0 | -5 | 0 | -1 | -1.5 | 26
COc1cc(/C=N/Nc2snc(SC)c2C#N)ccc1O | 97 | 22 | 0.4 | 2 | -6 | 21 | -12 | 4.7 | 3
Cc1ccc(C(C(=O)NCc2ccco2)N(CCc2ccccc2)C(=O)Cn2nnc3ccccc32)o1 (stereo not drawn) | 100 | 0 | nt | 0 | -8 | 15 | nt | nt | -1
O=C(O)c1ccccc1C(=O)Nc1ccc(Oc2cccc3ccccc23)cc1 | 97 | -2 | nt | -1 | -7 | -6 | nt | nt | 10
COc1ccccc1S(=O)(=O)N1CCC(C(=O)O)(c2ccccc2)CC1 | 109 | -6 | 0.6 | 8 | -10 | -2 | -16 | 0.0 | -1
O=C(NNC(=S)NCc1ccco1)c1cccs1 | 95 | 12 | -0.6 | 6 | -3 | 7 | -5 | -1.3 | 1
CC1=CCn2c(=O)c3ccccc3c(=O)n2C1 | 96 | -2 | 0.1 | -2 | -1 | -8 | -7 | 0.0 | 21
CCOc1ccccc1NC(=O)Nc1cccc(NC(C)=O)c1 | 105 | -1 | -0.1 | 17 | -6 | -1 | 7 | 0.8 | -25
O=C(CCN1C(=O)c2ccccc2C1=O)Nc1ccc2c(c1)OCCO2 | 100 | -8 | -0.2 | 5 | -7 | 23* | -2 | 0.2 | 21
c1ccc2c(c1)N1CCCN=C1N2CCN1CCCCC1 | 109 | -15 | -1.0 | 1 | -3 | 2 | -13 | -0.2 | 10
CC(=O)c1cc(CN2CCN(C3CCCCC3)C(CCO)C2)cs1 (stereo not drawn) | 82 | -11 | 0.1 | -14 | -4 | -3 | -10 | 0.2 | -6
CCO[C@H]1OC(C(=O)N2CCN(C)CC2)=C[C@@H](c2ccc3c(c2)OCO3)[C@@H]1CCCO | 102 | -1 | 1.1 | 8 | 4 | -6 | 1 | -0.1 | -2
CC(C)COC(=O)c1ccc(N2C(=O)c3ccccc3C2=O)cc1 | 7.0*[inhibitor] | -4 | 1.1 | -45 | -3 | 2 | 0 | -0.8 | -6
